IDE inh = human IDE inhibitors in live cells, primary screen, fluorescence polarization, HEK cells, FAbetaB substrate; actives 0.41% (n = 320,000); Insulin-degrading enzyme (Homo sapiens), P14735; AID 434962, 2010; FAbetaB cleavage; inhibition, % at 5.59 µM;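 active = percent inhibition above the average of all tested compounds plus 3 SD, set per screening campaign, cut at about 16% in these data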;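 also: IDE supplied by intact live HEK cells; FP after avidin binding of uncleaved biotin substrate so inhibition keeps polarization high; 0% = DMSO wells and 100% = 60 µM reference IDE inhibitor Ii1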
Target sequence (P14735 whole entry, looked up): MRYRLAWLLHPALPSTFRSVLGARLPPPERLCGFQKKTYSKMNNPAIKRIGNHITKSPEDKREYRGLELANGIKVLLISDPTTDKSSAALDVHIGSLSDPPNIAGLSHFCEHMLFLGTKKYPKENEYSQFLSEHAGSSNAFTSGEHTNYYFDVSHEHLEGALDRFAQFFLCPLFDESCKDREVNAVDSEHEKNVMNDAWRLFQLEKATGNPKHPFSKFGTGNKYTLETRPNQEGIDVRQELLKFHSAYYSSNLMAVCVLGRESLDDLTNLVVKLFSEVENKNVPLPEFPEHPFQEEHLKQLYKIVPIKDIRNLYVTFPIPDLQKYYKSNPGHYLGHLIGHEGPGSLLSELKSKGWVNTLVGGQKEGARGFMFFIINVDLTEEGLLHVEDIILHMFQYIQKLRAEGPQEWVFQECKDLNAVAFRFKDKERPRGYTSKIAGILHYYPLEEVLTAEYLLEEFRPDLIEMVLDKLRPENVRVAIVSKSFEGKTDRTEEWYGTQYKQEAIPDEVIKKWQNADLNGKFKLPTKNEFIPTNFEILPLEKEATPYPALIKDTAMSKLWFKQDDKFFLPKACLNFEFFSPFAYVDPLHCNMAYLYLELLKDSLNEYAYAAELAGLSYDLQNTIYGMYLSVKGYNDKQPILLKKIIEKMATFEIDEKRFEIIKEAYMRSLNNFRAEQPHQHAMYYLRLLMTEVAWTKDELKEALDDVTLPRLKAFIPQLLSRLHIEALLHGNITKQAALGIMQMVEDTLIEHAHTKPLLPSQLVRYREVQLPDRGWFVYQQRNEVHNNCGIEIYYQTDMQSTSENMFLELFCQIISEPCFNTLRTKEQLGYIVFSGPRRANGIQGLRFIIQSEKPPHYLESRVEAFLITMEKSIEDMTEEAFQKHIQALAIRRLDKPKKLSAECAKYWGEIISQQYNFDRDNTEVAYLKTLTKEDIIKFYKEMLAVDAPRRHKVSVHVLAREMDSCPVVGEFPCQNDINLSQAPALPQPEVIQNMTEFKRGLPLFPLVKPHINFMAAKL
IDE cell activ = human IDE activators in live cells, primary screen, fluorescence polarization, HEK cells, FAbeta-B substrate. actives 0.073% (n = 340,000). activation, % at 5.96 µM. Insulin-degrading enzyme (Homo sapiens), P14735. FAbeta-B cleavage; 0% vehicle, 100% cell-free pure enzyme wells;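 active = activation above the mean of all tested compounds plus 3 SD, set per screening campaign, cut at about 17% in these data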
Numbers without * were called inactive; & = joins results of further samples.

(1) C[C@]12CCC3C(CC[C@H]4C[C@@H](O)CC[C@]34C)[C@H]1C=CC2=O (some centres undefined)
(2) CC(OC(=O)c1cn(C)c2ccccc12)C(=O)N1CCCC1 (centres undefined)
(3) COC(=O)C1=C(c2ccc(OCc3ccccc3)cc2)C[C@@H]2CC[C@H]1N2C(=O)NCc1ccccc1
(4) COC(=O)C1=C(c2ccc(-c3ccccc3)c(F)c2)C[C@@H]2CC[C@H]1N2C(=O)NC1Cc2ccccc2C1
(5) Cc1cc(C(=O)OCC(=O)Nc2ccc(F)cc2F)c(C)n1C1CC1
(6) C[C@]12N[C@H](Cc3ccccc31)c1ccccc12
(7) COC(=O)C1=C(c2ccc(F)cc2OCc2ccccc2)C[C@@H]2CC[C@H]1N2C(=O)NCc1ccccc1OC
(8) O=C1CN=C(c2cc([N+](=O)[O-])ccc2Cl)c2cc([N+](=O)[O-])ccc2N1
entry no.,1,2,3,4,5,6,7,8
IDE cell activ,4.0,-2.2,-0.7,-1.8,0.7,2.5&4.3,-6.8,6.6
IDE inh,3.9,9.2,-0.2,0.5,-0.7,1.4,-2.9,-7.1

Single records, from the list above. Order of values: IDE cell activ, IDE inh
C[C@]12N[C@H](Cc3ccccc31)c1ccccc12 as listed: 2.5&4.3, 1.4
Cc1cc(C(=O)OCC(=O)Nc2ccc(F)cc2F)c(C)n1C1CC1 as listed: 0.7, -0.7
CC(OC(=O)c1cn(C)c2ccccc12)C(=O)N1CCCC1 (centres undefined) as listed: -2.2, 9.2
O=C1CN=C(c2cc([N+](=O)[O-])ccc2Cl)c2cc([N+](=O)[O-])ccc2N1 as listed: 6.6, -7.1

(list continues)
(9) COC(=O)C1=C(c2ccc(-c3ccccc3)c(F)c2)C[C@@H]2CC[C@H]1N2C(=O)NCCOc1ccc(OC)cc1
(10) C[C@]12CCC3C(CC[C@H]4C[C@H](O)CC[C@]34C)C1C[C@@H](O)[C@@H]2O (some centres undefined)
(11) COc1cc2c3c(c1OC)Oc1ccc(cc1)C[C@H]1c4c(cc(OC)c(OC)c4Oc4ccc(cc4)C[C@@H]3N(C)CC2)CCN1C
(12) COC(=O)C1=C(c2ccc(OCc3ccccc3)cc2)C[C@@H]2CC[C@H]1N2C(=O)NCc1ccc(OC)c(OC)c1
(13) COC(=O)C1=C(c2ccc(F)cc2OCc2ccccc2)C[C@@H]2CC[C@H]1N2C(=O)NCCCc1ccccc1
(14) COC(=O)C1=C(c2ccc(-c3ccccc3)c(F)c2)C[C@@H]2CC[C@H]1N2C(=O)NCCOc1ccccc1
(15) CCN(CC)N=O
(16) Nc1c(Cl)cc([N+](=O)[O-])cc1Cl
entry no.,9,10,11,12,13,14,15,16
IDE cell activ,6.1,6.0,5.0,3.0,1.8,4.1,0.0,3.0
IDE inh,2.0,3.4,4.4,-2.9,-0.7,2.9,-0.9,-7.3

(17) COC(=O)C1=C(c2ccc(Cl)c(C(F)(F)F)c2)C[C@@H]2CC[C@H]1N2C(=O)NC1CCCCC1
(18) CN1[C@H]2CC[C@@H]1C(C(=O)N1CCOCC1)=C(O)C2
(19) C[C@]12CC[C@@H](O)CC1=CC(=O)C1C2CC[C@]2(C)C(=O)CCC12 (some centres undefined)
(20) COC(=O)C1=C(c2cccc(OC)c2OC)C[C@@H]2CC[C@H]1N2C(=O)NCCS(C)=O (some centres undefined)
(21) C/C=C1\NC(=O)[C@@H](NC(=O)[C@H](CCc2ccc(O)cc2)NC(=O)[C@H](C)NC(=O)[C@H](O)CO)[C@@H](C)OC(=O)[C@H](C(C)C)NC(=O)[C@H](Cc2ccc(O)cc2)N(C)C(=O)[C@H](Cc2ccccc2)N2C(=O)C(CC[C@H]2O)NC1=O (some centres undefined)
(22) COC(=O)C1=C(c2cccc(OCc3ccccc3)c2)C[C@@H]2CC[C@H]1N2C(=O)NCc1ccc(OC)c(OC)c1
(23) COC(=O)C1=C(c2ccc(F)cc2OCc2ccccc2)C[C@@H]2CC[C@H]1N2C(=O)NCc1ccc(C(F)(F)F)cc1
(24) C=CC[C@@H](CC/C=C/C=C/CC/C=C\[C@@H]1CSC([C@@H]2C[C@@H]2C)=N1)OC
entry no.,17,18,19,20,21,22,23,24
IDE cell activ,0.8,2.8,-3.9,4.6,0.9,-1.2,-0.1,1.6
IDE inh,9.0,0.3,1.4,3.7,-0.1,7.9,3.2,1.9

Molecules shown so far with a nitro group on carbon, in the order listed:
(8) O=C1CN=C(c2cc([N+](=O)[O-])ccc2Cl)c2cc([N+](=O)[O-])ccc2N1
(16) Nc1c(Cl)cc([N+](=O)[O-])cc1Cl
entry no.,8,16
IDE cell activ,6.6,3.0
IDE inh,-7.1,-7.3

Back to the main list with the 4 entries that preceded the break.
(21) C/C=C1\NC(=O)[C@@H](NC(=O)[C@H](CCc2ccc(O)cc2)NC(=O)[C@H](C)NC(=O)[C@H](O)CO)[C@@H](C)OC(=O)[C@H](C(C)C)NC(=O)[C@H](Cc2ccc(O)cc2)N(C)C(=O)[C@H](Cc2ccccc2)N2C(=O)C(CC[C@H]2O)NC1=O (some centres undefined)
(22) COC(=O)C1=C(c2cccc(OCc3ccccc3)c2)C[C@@H]2CC[C@H]1N2C(=O)NCc1ccc(OC)c(OC)c1
(23) COC(=O)C1=C(c2ccc(F)cc2OCc2ccccc2)C[C@@H]2CC[C@H]1N2C(=O)NCc1ccc(C(F)(F)F)cc1
(24) C=CC[C@@H](CC/C=C/C=C/CC/C=C\[C@@H]1CSC([C@@H]2C[C@@H]2C)=N1)OC
(25) C[C@@H]1C[C@@H]([C@H](O)CC2CC(=O)NC(=O)C2)C(=O)[C@@H](C)C1
(26) CO[C@@H]1C=CC23c4cc5c(cc4CO[C@]2(O)CN(C)[C@H]3C1)OCO5 (some centres undefined)
(27) COC(=O)C1=C(c2ccc(-c3ccccc3)c(F)c2)C[C@@H]2CC[C@H]1N2C(=O)NCCCOC(C)C
(28) CCOC(=O)C1(c2ccccc2)CCN(CCC(C#N)(c2ccccc2)c2ccccc2)CC1
(29) C[C@]12CC[C@H](O)C[C@H]1CC[C@@H]1[C@@H]2CC[C@]2(C)C(=O)CC[C@@H]12
(30) COC(=O)C1=C(c2cccc(OC)c2OC)C[C@@H]2CC[C@H]1N2C(=O)N1CCCCC1
(31) COC(=O)C1=C(c2ccccc2)C[C@@H]2CC[C@H]1N2C(=O)NCc1cccc2ccccc12
(32) O=c1[nH]c(Cl)ccc1CN1CCOCC1
entry no.,21,22,23,24,25,26,27,28,29,30,31,32
IDE cell activ,0.9,-1.2,-0.1,1.6,0.0,2.8,-1.3,8.3,3.5,-4.2,2.1,-1.0
IDE inh,-0.1,7.9,3.2,1.9,-1.8,3.0,1.1,-1.9,3.8,-4.6,-0.3,3.9

(33) COC(=O)C1=C(c2ccc(C(C)=O)cc2)C[C@@H]2CC[C@H]1N2C(=O)NCc1ccc2c(c1)OCO2
(34) CNCCc1ccc(O)c(O)c1
(35) COC(=O)C1=C(c2cccc(OCc3ccccc3)c2)C[C@@H]2CC[C@H]1N2C(=O)NNCc1ccccc1
(36) COC(=O)C1=C(c2cccc(OCc3ccccc3)c2)C[C@@H]2CC[C@H]1N2C(=O)NCc1ccc(C(C)(C)C)cc1
(37) C[C@]12CCC3C(CC[C@H]4C[C@@H](O)CC[C@]34C)C1C[C@@H](O)[C@H]2O (some centres undefined)
(38) CC(N)Cc1c[nH]c2ccc(OCc3cccs3)cc12 (centres undefined)
(39) Cc1ccc(NC(=O)c2ccc(C)c(S(=O)(=O)N3CCCCC3)c2)nc1
(40) Nc1ccc(CCN2CCN(c3cccc(C(F)(F)F)c3)CC2)cc1
entry no.,33,34,35,36,37,38,39,40
IDE cell activ,-0.1,-1.0,3.8,0.3,0.8,-2.5,4.4,5.2
IDE inh,4.2,1.6,3.2,0.6,1.2,2.1,-1.1,2.9

(41) COC(=O)C1=C(c2ccccc2OCc2ccccc2)C[C@@H]2CC[C@H]1N2C(=O)NCc1cccc(C(F)(F)F)c1
(42) COC(=O)C1=C(c2ccc(F)cc2F)C[C@@H]2CC[C@H]1N2C(=O)NCC1CC1
(43) COC(=O)C1=C(c2cccc(OC)c2OC)C[C@@H]2CC[C@H]1N2C(=O)NCc1ccc(F)cc1
(44) C[Se]C[C@@H](N)C(=O)O
(45) NC(C(=O)O)c1cc(=O)[nH]o1 (centres undefined)
(46) COC(=O)C1=C(c2ccc(S(C)(=O)=O)cc2)C[C@@H]2CC[C@H]1N2C(=O)NCc1ccc(C(F)(F)F)cc1
(47) COC(=O)C1=C(c2cc3ccccc3o2)C[C@@H]2CC[C@H]1N2C(=O)N1CCCCC1
(48) C/C(O)=C(\C#N)C(=O)Nc1cc(Br)ccc1Br
entry no.,41,42,43,44,45,46,47,48
IDE cell activ,-0.7,1.0,-0.6,-8.6,8.5,6.2,-3.6,3.9
IDE inh,1.9,4.4,8.4,-1.5,4.5,-4.8,-1.1,1.3

(49) Cc1ccc(-c2cc(-c3ccccc3)cc(-c3ccccc3)[n+]2-c2ccccc2)cc1
(50) COC(=O)C1=C(c2ccc(OC)c(OC)c2)C[C@@H]2CC[C@H]1N2C(=O)NCCNC(C)=O
(51) COC(=O)C1=C(c2ccc(F)cc2OCc2ccccc2)C[C@@H]2CC[C@H]1N2C(=O)NCc1cccc(C(F)(F)F)c1
(52) CCc1ccccc1NC(=O)CN1CCN(C(=O)COc2ccccc2C#N)CC1
(53) COC(=O)C1=C(c2ccc(-c3ccccc3)c(F)c2)C[C@@H]2CC[C@H]1N2C(=O)NCCc1ccccc1
(54) COC(=O)C1=C(c2ccccc2)C[C@@H]2CC[C@H]1N2C(=O)NCCO
(55) CCCCCCC(Cl)(Cn1ccnc1)c1ccccc1 (centres undefined)
(56) O=C(Cn1c(NCCCl)nc2ccccc21)c1ccc(Br)cc1
entry no.,49,50,51,52,53,54,55,56
IDE cell activ,-0.9,-0.1,-1.0,2.9,4.5,4.8,10.8,-0.5
IDE inh,-0.1,0.5,-3.1,4.8,6.0,4.8,9.2,0.9

(57) COC(=O)C1=C(c2ccc3ccccc3c2)C[C@@H]2CC[C@H]1N2C(=O)NC1Cc2ccccc2C1
(58) C[C@]12CCC3C(C[C@@H](O)[C@H]4C[C@@H](O)CC[C@]34C)C1CC[C@@H]2O (some centres undefined)
(59) COC(=O)C1=C(c2cccc3c2S(=O)(=O)c2ccccc2-3)C[C@@H]2CC[C@H]1N2C(=O)N1CCOCC1
(60) C[C@]12CCC3C(CC[C@H]4C[C@H](O)CC[C@]34C)C1[C@@H](O)[C@@H](O)[C@@H]2O (some centres undefined)
(61) COc1ccc(-c2nn(Cc3ccccc3)cc2C(=O)NC2CC2)cc1OC
(62) COc1cc2c(cc1O)[C@@H]1Cc3ccc(OC)c(O)c3CN1CC2
(63) CCC1(c2ccc(N)cc2)CCC(=O)NC1=O (centres undefined)
(64) COC(=O)C1=C(c2cc3ccccc3o2)C[C@@H]2CC[C@H]1N2C(=O)NC1CCCCC1
entry no.,57,58,59,60,61,62,63,64
IDE cell activ,2.3,6.2,-3.6,0.5,-3.5,-3.6,4.0,4.0
IDE inh,-3.8,-0.1,-3.9,3.3,1.9,6.8,6.5,-3.9

(65) COC(=O)C1=C(c2cccc(OC)c2OC)C[C@@H]2CC[C@H]1N2C(=O)NCCO
(66) CC[C@H](C)[C@@H](C(=O)N1CCCC1c1nccs1)N(C)C(=O)[C@H](CC(C)C)N(C)C(=O)[C@H](Cc1ccc(OC)cc1)N(C)C(=O)/C=C(\C)OC (some centres undefined)
(67) COC(=O)C1=C(c2cccc(C#N)c2)C[C@@H]2CC[C@H]1N2C(=O)N1CCCCC1
(68) C1CC2OC2CC1C1CO1 (centres undefined)
(69) COC(=O)C1=C(c2ccc(Cl)c(C(F)(F)F)c2)C[C@@H]2CC[C@H]1N2C(=O)NCCOc1ccccc1
(70) CCCOC(=O)c1ccccc1C(=O)OCCC
(71) C[C@]12CCC3C(CC[C@H]4C[C@@H](O)CC[C@]34C)C1C[C@@H](N)[C@@H]2O (some centres undefined)
(72) COC(=O)C1=C(c2ccc(F)cc2F)C[C@@H]2CC[C@H]1N2C(=O)NC1CCCCC1
entry no.,65,66,67,68,69,70,71,72
IDE cell activ,2.1,7.4,-4.0,-2.7,3.4,2.4,1.5,-1.3
IDE inh,6.4,1.7,3.0,6.7,1.9,2.0,4.9,4.3

(73) CCCN1CC[C@@H]2c3cc(O)ccc3CC[C@@H]21
(74) CCN(CC)CCC(=O)O[C@H]1CC[C@]2(C)C3CC[C@@]4(C)C(CC[C@]4(C)O)C3CC[C@H]2C1 (some centres undefined)
(75) CCOP(=O)(Cc1ccccc1)OCC
(76) CCC1(C2=NCCN2)Cc2ccccc2O1 (centres undefined)
(77) CCN(CC)C(=O)c1ccc(NC(=O)c2ccc3c(c2)NC(=O)CS3)cc1
(78) CC1CCC2[C@@H](C)C(=O)OC3O[C@]4(C)CCC1C32OO4 (some centres undefined)
entry no.,73,74,75,76,77,78
IDE cell activ,-0.8,-0.5,2.2,6.7,2.7,2.0
IDE inh,-2.3,10.2,1.5,1.0,2.6,-0.6

A portion of the library; rates above refer to the full screens.
